Rpn11 block – Rpn11 (human) deubiquitinase inhibition. human 26S proteasome, Ub4-pepOG fluorescence polarization; 20S core pre-blocked with epoxomicin. calls only at 20 µM. 0.59% of 360,000 active;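 active means inhibition at 20 µM, scaled to each plate's controls, above about 33%, limit read from the data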
PABP1 MLLE inh – blocks PAM2 peptide binding to the PABP1 MLLE domain; P11940; GST-MLLE / FITC-PAM2 fluorescence polarization; inhibition, % at 20 µM; 0.36% of 360,000 active; AID 588489; in the data active means inhibition above about 35%, passing the limit was not always enough;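 further: plate controls were DMSO wells with GST-MLLE for no effect and wells lacking GST-MLLE protein for full effect; some results filed as inactive read as strong as hits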
CSN inh – inhibitors of human CSN-mediated cullin deneddylation | Purified CSN, SCF-Nedd8-OG deneddylation, fluorescence polarization | Q92905 | AID 651999 | inhibition, % at 12.5 µM | 0.38% of 360,000 active;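 active means pattern-corrected inhibition above about 35%, with an unprinted fluorescence ratio check between 0.5 and 1.5, limit read from the data, passing the limit was not always enough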;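 further: 0% = enzyme with substrate and 100% = substrate without enzyme; some results filed as inactive read as strong as hits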
Target sequence (Q92905 whole entry, looked up, one chain of several): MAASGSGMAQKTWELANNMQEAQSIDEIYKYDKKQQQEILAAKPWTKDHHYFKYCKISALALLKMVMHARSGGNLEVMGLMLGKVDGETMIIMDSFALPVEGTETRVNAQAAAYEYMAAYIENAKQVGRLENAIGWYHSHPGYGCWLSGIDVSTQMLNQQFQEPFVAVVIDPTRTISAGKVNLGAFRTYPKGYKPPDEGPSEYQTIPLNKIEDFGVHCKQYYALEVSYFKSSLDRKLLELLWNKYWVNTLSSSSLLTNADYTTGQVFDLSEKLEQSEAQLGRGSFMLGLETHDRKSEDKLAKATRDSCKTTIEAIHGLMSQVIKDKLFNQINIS
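Assay system: purified human Csn5 enzyme expressed in HEK293T cells; measure: % inhibition; also added: SCFSkp2-Nedd8OG substrate at 10 nM final; technique: fluorescence polarization; times: reaction 90 min, room temperature; medium: Tris buffer pH 7.5, NaCl, DTT, Tween-20, trehalose, ovalbumin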
Tb MetRS inh – Trypanosoma brucei MetRS inhibition | purified T. brucei MetRS, ATP depletion, Kinase-Glo luminescence | inhibition, % at 11.9 µM | 0.4% of 360,000 active;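 active means inhibition above a per-plate cutoff of the control wells' mean inhibition plus 3 SD, cut at about 5.5% in these data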;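 further: 0% = DMSO wells median and 100% = median of wells with control inhibitor compound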
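Test system: purified T. brucei MetRS enzyme. Also added: ATP, methionine and E. coli bulk tRNA substrates. Compound: 11.9 µM single point. Schedule: 15 min enzyme-compound preincubation, 2 h reaction, 10 min detection, 25 °C. Signal: luciferase luminescence of residual ATP, Kinase-Glo. Evaluation: percent inhibition versus plate control medians. Controls: DMSO wells, low control.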
STEP inh – blocks human striatal-enriched tyrosine phosphatase. recombinant STEP, OMFP fluorogenic substrate, fluorescence. 0.25% of 360,000 active. inhibition, % at 20 µM;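 active means inhibition at 20 µM, scaled per plate between control wells, above about 37%, limit read from the data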;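 further: 0% = DMSO with enzyme and substrate and 100% = substrate only without enzyme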
Target sequence (P54829 whole entry, looked up): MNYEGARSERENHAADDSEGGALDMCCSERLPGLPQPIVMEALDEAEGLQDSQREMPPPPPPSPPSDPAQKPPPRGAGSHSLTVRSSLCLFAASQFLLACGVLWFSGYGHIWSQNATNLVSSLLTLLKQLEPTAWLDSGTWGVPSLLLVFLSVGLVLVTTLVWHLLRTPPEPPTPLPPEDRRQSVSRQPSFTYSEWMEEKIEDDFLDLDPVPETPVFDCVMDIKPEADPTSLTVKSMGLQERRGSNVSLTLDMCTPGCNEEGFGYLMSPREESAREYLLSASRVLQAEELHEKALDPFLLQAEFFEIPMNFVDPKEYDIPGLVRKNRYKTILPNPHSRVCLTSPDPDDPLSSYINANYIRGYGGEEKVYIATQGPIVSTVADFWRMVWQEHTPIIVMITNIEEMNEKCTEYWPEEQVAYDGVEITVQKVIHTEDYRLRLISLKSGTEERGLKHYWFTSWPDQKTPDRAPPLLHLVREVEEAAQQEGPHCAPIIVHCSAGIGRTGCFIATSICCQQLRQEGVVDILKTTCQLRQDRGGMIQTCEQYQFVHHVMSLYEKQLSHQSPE
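medium = Bis-Tris buffer pH 6.0, 2.5 mM DTT, 0.005% Tween 20 | test system = STEP (striatal-enriched tyrosine phosphatase) enzyme, cell-free | measure = normalized % inhibition | compound dosing = 20 µM, 1% DMSO | also added = 25 µM OMFP | schedule = reaction 20 min, ambient temperature | measured by = fluorescence read at 480 nm ex / 540 nm em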
LMPTP inh – blocks human LMPTP phosphatase | recombinant LMPTP-A, OMFP fluorogenic substrate, fluorescence intensity | inhibition, % at 20 µM | 0.22% of 360,000 active | AID 651560;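 active means compounds that cut the enzyme signal by at least half of the control window in the single-dose screen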;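 further: plate controls were DMSO wells with enzyme plus substrate for no effect and substrate without enzyme for full effect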
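Assay system: LMPTP-A, protein tyrosine phosphatase of low molecular weight / Medium: pH 6.0 Bis-Tris buffer with DTT and Triton X-100 / Schedule: 50 min enzyme reaction at room temperature, protected from light / Measured by: endpoint fluorescence intensity from OMFP dephosphorylation / Read-out basis: % inhibition relative to no-enzyme and uninhibited control wells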
NadD block – blocks S. aureus nicotinate mononucleotide adenylyltransferase. purified NadD enzyme, colorimetric absorbance read-out. 0.78% of 360,000 active. inhibition, % at 20 µM; in the data active means inhibition above about 26%; further: some compounds past the cut are filed as inactive
Scp1 inh – inhibitors of human Scp-1 phosphatase; Recombinant Scp1, phosphopeptide, malachite green phosphate absorbance; inhibition, % at 20 µM; 0.88% of 340,000 active;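 active means inhibition above about 50% at 20 µM, limit read from the data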;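 further: plate controls were DMSO wells with enzyme for no effect and wells lacking enzyme for full effect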
Target sequence (Q9GZU7 76-261 limits assumed): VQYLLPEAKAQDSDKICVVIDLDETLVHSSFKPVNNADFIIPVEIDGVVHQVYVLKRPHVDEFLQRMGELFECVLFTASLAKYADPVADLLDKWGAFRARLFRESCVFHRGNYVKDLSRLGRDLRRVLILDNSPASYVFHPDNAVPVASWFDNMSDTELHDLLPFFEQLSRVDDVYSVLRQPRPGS
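Test system: SCP-1 catalytic domain; Buffer or medium: Acidic Tris acetate buffer with magnesium and detergent; Also added: Phosphorylated 17-residue peptide substrate; Compound: single 20 µM dose, 1% DMSO; Schedule: enzyme reaction 45 min at room temperature, colour 5 min, stabilisation 30 min; Signal: Phosphate-binding colour reagent, absorbance read at 630 nm.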
SUMO1 PPI mod – alters human SUMO1 binding to SIM partners; SUMO1 binding to a labelled peptide, TR-FRET, 1 h; inhibition, % at 20 µM; 0.33% of 360,000 active; AID 602429; in the data active means inhibition above about 37%
DNMT1 inh – inhibitors of human DNMT1 | P26358 | DNMT1 molecular beacon, Hinp1I cleavage, fluorescence | inhibition (reported as % activation of signal), % at 10 µM | 0.83% of 360,000 active | AID 588458; in the data active means inhibition above about 50%
Numbers without * were called inactive; i = inactive; nt = no result given.

nr | Compound | LMPTP inh | Scp1 inh | SUMO1 PPI mod | CSN inh | Tb MetRS inh | Rpn11 block | DNMT1 inh | STEP inh | PABP1 MLLE inh | NadD block
1 | Cn1c(C(=O)O)c(S(=O)(=O)c2ccc(Cl)cc2)c2ccccc21 | -3.6 | -4 | 3 | -1 | -0.5 | i | -1 | 2 | -19 | -8
2 | CCn1nccc1C(=O)Nc1ccc(S(=O)(=O)NC23CC4CC(CC(C4)C2)C3)cc1 | 2.7 | 0 | 4 | 1 | -0.4 | i | -8 | -3 | -3 | -5
3 | CCOc1ccc(CCNC(=O)CSC(=S)N2CCCC2)cc1OCC | -0.1 | -1 | 3 | -4 | -0.3 | i | 1 | -2 | -4 | -3
4 | CCCO/N=C1/C(=O)N(c2ccccc2)c2ccccc21 | 2.8 | -1 | -26 | 1 | -0.4 | i | 1 | 0 | 6 | -9
5 | O=C(CSc1nnnn1-c1ccc(F)cc1F)Nc1ccccc1F | 0.0 | -6 | 2 | -2 | -0.8 | i | 0 | -2 | -8 | 0
6 | N#CC/C(N)=N/Nc1nc2ccccc2nc1Cc1ccccc1 | 1.3 | -7 | 1 | 8 | -1.8 | i | -23 | 0 | -125 | 34*
7 | COc1ccc(CCNC(=O)C(=O)Nc2ccc3nc4n(c(=O)c3c2)CCCCC4)cc1OC | 2.2 | -8 | -5 | -5 | -0.3 | i | -1 | 2 | 7 | -1
8 | CCOC(=O)C1[C@H]2C(=O)N(C(C)c3ccc(OC)cc3)C[C@]23C=C[C@H]1O3 (stereo partly drawn) | -1.2 | -4 | 0 | 1 | 0.2 | i | -4 | 0 | -3 | -7
9 | COc1ccccc1CN1CCCC(C(=O)N2CCCCC2)C1 (stereo not drawn) | -1.0 | -7 | 0 | 2 | 0.6 | i | 0 | -2 | -4 | -3
10 | O=C(C1=C[C@@H](c2ccc(Br)cc2)C[C@@H](OCCCCO)O1)N1CCN(Cc2ccc3c(c2)OCO3)CC1 | 1.1 | -5 | 6 | -8 | 9.0* | i | -7 | 2 | -13 | -4
11 | COc1cccc(/C=C2\SC(=O)N(CCC(=O)NC3CCS(=O)(=O)C3)C2=O)c1 (stereo not drawn) | -0.9 | -3 | -24 | -2 | -0.3 | i | -3 | 6 | 19 | 4
12 | Cc1ccoc1C(=O)Nc1ccc2ccccc2c1 | 0.7 | -7 | -8 | -4 | -0.8 | i | -1 | -1 | 4 | -7
13 | COc1cccc(N2C(=O)[C@H]3C(C(=O)c4cnccn4)=NN[C@H]3C2=O)c1 | 0.5 | -7 | -17 | -3 | -0.2 | i | -8 | -1 | 16 | 4
14 | COc1cccc(NC(=O)CC2(CC(=O)O)CCCC2)c1 | -1.1 | -2 | -1 | 3 | -0.5 | i | 6 | 1 | -5 | -2
15 | O=C(O)CCCC(=O)NCc1c(Cl)cccc1Sc1ccc(Cl)cc1 | -1.5 | 3 | 8 | 1 | 0.6 | i | -2 | -1 | -7 | -3

Gathered by group, the compounds so far with a COOH group.
nr | Compound | LMPTP inh | Scp1 inh | SUMO1 PPI mod | CSN inh | Tb MetRS inh | Rpn11 block | DNMT1 inh | STEP inh | PABP1 MLLE inh | NadD block
1 | Cn1c(C(=O)O)c(S(=O)(=O)c2ccc(Cl)cc2)c2ccccc21 | -3.6 | -4 | 3 | -1 | -0.5 | i | -1 | 2 | -19 | -8
14 | COc1cccc(NC(=O)CC2(CC(=O)O)CCCC2)c1 | -1.1 | -2 | -1 | 3 | -0.5 | i | 6 | 1 | -5 | -2
15 | O=C(O)CCCC(=O)NCc1c(Cl)cccc1Sc1ccc(Cl)cc1 | -1.5 | 3 | 8 | 1 | 0.6 | i | -2 | -1 | -7 | -3

Other records:
nr | Compound | LMPTP inh | Scp1 inh | SUMO1 PPI mod | CSN inh | Tb MetRS inh | Rpn11 block | DNMT1 inh | STEP inh | PABP1 MLLE inh | NadD block
16 | CC1CCN(S(=O)(=O)c2cccc(C(=O)NC3CCCCC3)c2)CC1 | -0.1 | -2 | -1 | 1 | -0.5 | i | 1 | -2 | 2 | 8
17 | CCOC(=O)C1=C(C)NC(=O)NC1c1ccc(N(C)C)cc1 (stereo not drawn) | 1.2 | -12 | 0 | 15 | -0.6 | i | 2 | 3 | -12 | 1
18 | CCc1cccc(NS(=O)(=O)c2c(C)[nH]c(=O)[nH]c2=O)c1 | 0.1 | -4 | 2 | 2 | -1.1 | i | -1 | 0 | 10 | -6
19 | O=C(Cc1ccc(Cl)cc1)NC1CCCN(Cc2ccccc2F)C1 (stereo not drawn) | -0.1 | -6 | 3 | 3 | -1.1 | i | 2 | 2 | 0 | -2
20 | Cc1nn(CC(=O)NC(C)c2ccccc2)c(C)c1[N+](=O)[O-] (stereo not drawn) | -2.3 | -4 | 0 | 7 | -0.2 | i | -2 | 2 | 1 | -8
21 | CCOc1cc(C(=O)NC(C)COC)cc(OCC)c1OCC (stereo not drawn) | -0.9 | -11 | -1 | 2 | 0.1 | i | 5 | 0 | 8 | 1
22 | COc1cccc(CNC(=O)c2ccc(NC(=O)C3=CSCCO3)cc2)c1 | 0.3 | 16 | -4 | 1 | -0.4 | i | -7 | 1 | -13 | -7
23 | Cc1c(C)n(C(=O)CSc2nc3ccccc3[nH]2)c2ccccc12 | 15 | 98* | 1 | 29 | -2.3 | i | 100* | 84* | -77 | 2
24 | O=C(O)C1C2CCC(O2)C1C(=O)Nc1cccc(Cl)c1 (stereo not drawn) | 0.3 | -10 | 0 | 0 | -2.1 | i | 0 | 3 | -6 | -3
25 | C=CC[C@@H](CC(=O)OC(C)(C)C)C(=O)OC[C@H]1CCCN1C(=O)[C@@H](CC=C)CC(=O)N[C@H](CO)Cc1ccccc1 | -0.8 | 2 | 1 | 1 | -0.1 | i | 5 | 0 | 10 | -4
26 | CCCCN1CCNC[C@@H]1Cc1ccc(O)cc1 | -1.8 | 9 | -1 | -2 | -0.5 | i | 1 | -2 | -9 | 1
27 | O=S(=O)(Nc1ccc(-n2cnnn2)cc1)c1ccc(F)c(F)c1F | -2.1 | 6 | -2 | 2 | 0.6 | i | 0 | -2 | 3 | 5
28 | COc1ccc(/C=C2/C(=O)N(c3c(F)c(F)c(F)c(F)c3F)N=C2C)cc1 | -1.7 | -3 | 26 | 2 | -0.1 | i | -3 | 0 | 22 | 3
29 | O=C1C=C(c2ccccc2)CC(c2ccc(F)cc2)C1 (stereo not drawn) | 1.2 | -9 | -16 | 1 | -0.4 | i | -4 | 5 | 8 | -8
30 | COc1cccc(CC(=O)Nc2ccccc2C(=O)N2CCOCC2)c1 | -1.0 | -9 | 0 | 0 | -0.3 | i | 5 | -4 | 5 | -4
31 | O=C(O)C1C2CC2CN1C(=O)c1ccc(Cl)cc1Cl (stereo not drawn) | 0.9 | -1 | -1 | 2 | -1.1 | i | 0 | 3 | 0 | -1
32 | COc1cc(NC(=S)NCCCN(C)C)c(OC)cc1NC(=O)c1ccco1 | -2.2 | -4 | -1 | -2 | 0.8 | i | 0 | 5 | 6 | -1
33 | CCOC(=O)C1=C(O)CSC1=Nc1ccc(C)cc1 | -0.6 | -4 | -5 | 10 | -0.1 | i | -1 | 2 | -20 | -2
34 | COc1cc(/C=N/NC(=O)c2cc(-c3cccc(Br)c3)nc3ccccc23)cc(OC)c1O | 2.3 | -3 | 28 | -1 | 0.1 | i | 3 | -2 | 9 | 18
35 | COc1ccc(C(=O)NNC(=O)CCC(=O)Nc2cc(C)on2)cc1 | -1.1 | -7 | 4 | -10 | -0.5 | i | -3 | -1 | 15 | 2
36 | O=C(N[C@@H](Cc1ccccc1)c1nc2ccccc2[nH]1)c1cc([N+](=O)[O-])ccc1Cl | -1.1 | 2 | -14 | 3 | 0.1 | i | -5 | 2 | -24 | -4
37 | CC(/C=N/NC(=O)c1ccccc1C)=C\c1ccccc1 | 0.1 | -3 | -12 | -4 | -0.3 | i | 3 | -3 | -10 | -2
38 | Cc1ccc(C)c(-n2nnnc2Sc2nc([N+](=O)[O-])nn2C)c1 | -1.3 | -5 | -25 | 1 | 0.6 | i | 3 | 0 | 3 | -3
39 | COc1cccc(CN(C)C(=O)C(Cc2ccccc2)NC(=O)c2ccccc2)c1OC (stereo not drawn) | 0.8 | -11 | -2 | -5 | -0.3 | i | 1 | 2 | -15 | -9
40 | CC1CN(C2CCN(C(=O)COc3ccc(Cl)cc3)CC2)CC(C)O1 (stereo not drawn) | -7.0 | -7 | 5 | 1 | -0.8 | i | -1 | -4 | -8 | -1
41 | COc1ccc(S(=O)(=O)N(C)C[C@H]2Oc3c(NC(=O)c4ccncc4)cccc3C(=O)N([C@H](C)CO)C[C@@H]2C)cc1 | -0.7 | -5 | 0 | 3 | -0.1 | i | 2 | -1 | -9 | 0
42 | CCC(C)NS(=O)(=O)c1ccc(NC(=O)c2ccc([N+](=O)[O-])cc2Cl)cc1 (stereo not drawn) | -2.5 | -4 | 2 | 2 | -0.7 | i | 4 | 1 | 0 | -2
43 | O=C(OCC(=O)N1CCN(c2ccccc2)CC1)c1ccc2ncsc2c1 | 1.7 | 3 | 2 | 3 | -1.1 | i | -4 | -3 | -23 | 11
44 | Clc1ccc(CN2CC[C@H]3C=CCc4cccc(c43)C2)cc1 | 1.0 | -5 | 1 | 3 | 0.3 | i | 9 | 1 | 7 | 2
45 | CC1(C(O)(C#CC[N+]2(C)CCCCC2)c2ccccc2)CCCC1 (stereo not drawn) | 0.1 | 98* | 0 | -3 | -1.4 | i | -2 | -1 | -123 | 13
46 | Cc1ccc(C(c2nnnn2CCc2ccccc2)N2CCC(C)CC2)cc1 (stereo not drawn) | 2.9 | 0 | 0 | -2 | -1.3 | i | -2 | 3 | 6 | -2
47 | COC(=O)c1ccc(COC(=O)CCNS(=O)(=O)c2ccc(C)c(C)c2)cc1 | 0.4 | -11 | 5 | -3 | -0.3 | i | -2 | 3 | 7 | -8
48 | CC(C)=CC(=O)N1CC[C@@H](N2CCN(c3ccccc3F)CC2)[C@H](O)C1 | -1.3 | -12 | 2 | 2 | 0.2 | i | -2 | 5 | -3 | -9
49 | COc1ccc(C(C)=O)cc1COC(=O)Cc1n[nH]c(=O)c2ccccc12 | -1.7 | -10 | 1 | -2 | -0.6 | i | -1 | -4 | -4 | 1
50 | OCc1ccccc1CNCc1ccccc1 | -0.4 | -1 | 1 | 1 | -0.6 | i | 1 | -1 | 3 | 5
51 | CCCS(=O)(=O)NC(=O)C1(C)CCN(C(=O)c2cc(F)ccc2C)C1 (stereo not drawn) | -2.7 | nt | -3 | 1 | -0.3 | i | 2 | -2 | 5 | 2
